V1aR counter – activates human V1a receptor in oxytocin agonist counter-screen; P37288; CHO-V1R cells, Fluo-8 calcium fluorescence, agonist mode; 0% DMSO, 100% 3 nM vasopressin; AID 2797; hit rate 0.25% among 320,000; activation, % at 3 µM;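 active means activation above the mean activation of all tested compounds plus 3 SD, per screening run, cut at about 20% in these data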;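 further: signal is peak over basal fluorescence ratio across a 100 second FLIPR read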
Target sequence (P37288 whole entry, looked up): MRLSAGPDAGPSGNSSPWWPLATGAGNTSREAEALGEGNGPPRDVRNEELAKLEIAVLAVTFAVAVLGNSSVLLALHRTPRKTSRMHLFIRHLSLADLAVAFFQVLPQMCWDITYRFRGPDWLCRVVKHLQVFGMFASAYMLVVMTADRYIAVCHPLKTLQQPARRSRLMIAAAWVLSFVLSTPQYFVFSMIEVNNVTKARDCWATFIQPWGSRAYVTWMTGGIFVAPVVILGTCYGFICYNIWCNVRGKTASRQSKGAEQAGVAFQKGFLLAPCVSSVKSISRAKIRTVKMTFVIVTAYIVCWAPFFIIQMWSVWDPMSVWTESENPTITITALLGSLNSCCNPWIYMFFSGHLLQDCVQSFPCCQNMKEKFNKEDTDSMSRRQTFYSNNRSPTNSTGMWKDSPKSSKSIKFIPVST
NS3 helicase inh – inhibitors of Hepatitis C virus NS3 helicase; inhibition, % at 10.9 µM; NS3 helicase DNA unwinding, Cy5 molecular beacon fluorescence; hit rate 0.56% among 290,000;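 active means inhibition above the mean of all tested compounds plus 3 SD, set per campaign, cut at about 35% in these data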;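 further: 0% = DMSO wells and 100% = thioflavine S control wells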
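Measured by: Cy5 fluorescence, 0 and 60 min reads / Assay system: NS3 helicase fragment of HCV / Control set: low DMSO, high thioflavine S at 110 µM / Times: 1 h reaction at 25 °C, ATP-initiated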
PHOSPHO1 block – blocks human PHOSPHO1 phosphatase activity; Q8TCT1; inhibition, % at 13.3 µM; hit rate 1.1% among 290,000; recombinant PHOSPHO1, absorbance phosphatase assay; in the data active means inhibition above about 60%
Target sequence (Q8TCT1 whole entry, looked up): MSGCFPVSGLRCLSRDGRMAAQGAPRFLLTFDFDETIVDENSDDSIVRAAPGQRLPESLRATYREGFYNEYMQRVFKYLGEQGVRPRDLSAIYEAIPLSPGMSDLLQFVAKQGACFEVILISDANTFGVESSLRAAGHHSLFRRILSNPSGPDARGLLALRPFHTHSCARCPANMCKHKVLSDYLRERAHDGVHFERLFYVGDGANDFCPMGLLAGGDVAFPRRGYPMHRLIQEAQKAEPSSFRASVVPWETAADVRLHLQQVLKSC
OXTR agonist – human OXTR agonism; P30559; CHO-OTR cells, Fluo-8 calcium fluorescence; normalized: DMSO 0%, oxytocin 100%; activation, % at 3 µM; hit rate 0.32% among 320,000; AID 2435;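 active means activation above the mean of all tested compounds plus 3 SD, cutoff set per screening run, cut at about 20% in these data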;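 further: peak over basal fluorescence ratio from a 100 s FLIPR kinetic read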
VIM-2 inhibitor – inhibitors of Pseudomonas aeruginosa VIM-2 metallo-beta-lactamase; AID 1527; hit rate 0.89% among 290,000; purified VIM-2, nitrocefin hydrolysis, epi-absorbance fluorescence; inhibition, % at 5.6 µM;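 active means inhibition above the mean of all tested compounds plus 3 SD, cutoff set per screening run, cut at about 7.5% in these data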;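 further: red hydrolysis product quenches plate fluorescence so inhibitors raise well fluorescence; 0% = enzyme with DMSO and 100% = DMSO without enzyme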
FID counter – displaces DNA intercalator in HCV helicase counter-screen | DNA fluorescent intercalator displacement, fluorescence | inhibition, % at 7.9 µM | hit rate 0.17% among 290,000 | AID 1845; in the data active means inhibition above about 37%;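 further: 0% = vehicle and 100% = reference compound; higher means more ethidium bromide displaced from hairpin DNA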
GalR3 antagonist – human GalR3 antagonism; inhibition, % at 3 µM; hit rate 0.44% among 360,000; HEK293 GalR3-CNG cAMP membrane potential fluorescence; galR3 body fused to GalR1 C-terminus;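 active means inhibition above the screen-wide average plus 3 SD, cut at about 13% in these data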;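 further: forskolin and galanin both at EC90 stimulate the cells; cAMP rise reported by CNG channel membrane potential dye signal; 0% = forskolin plus galanin with DMSO and 100% = forskolin alone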
GPR7 antagonist – human neuropeptides B/W receptor 1 antagonism; P48145; GPR7-expressing cells, fluorescence antagonist assay; inhibition, % at 4.4 µM; hit rate 1.1% among 290,000; AID 1861; in the data active means inhibition above about 16%, passing the limit was not always enough;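 further: cells stimulated with the agonist NPW; 0% = agonist with vehicle and 100% = vehicle without agonist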
Target sequence (P48145 whole entry, looked up): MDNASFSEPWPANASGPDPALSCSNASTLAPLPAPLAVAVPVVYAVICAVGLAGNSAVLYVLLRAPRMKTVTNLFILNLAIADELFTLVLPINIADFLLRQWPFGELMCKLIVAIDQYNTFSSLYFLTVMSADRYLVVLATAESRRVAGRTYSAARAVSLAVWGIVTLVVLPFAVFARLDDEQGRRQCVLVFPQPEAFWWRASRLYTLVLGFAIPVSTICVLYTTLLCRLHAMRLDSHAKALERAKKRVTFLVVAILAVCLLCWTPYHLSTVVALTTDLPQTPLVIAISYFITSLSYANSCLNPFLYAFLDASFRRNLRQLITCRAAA
IMP-1 inh – blocks Pseudomonas aeruginosa IMP-1 metallo-beta-lactamase | purified IMP-1, nitrocefin hydrolysis, epi-absorbance fluorescence | inhibition, % at 5.6 µM | hit rate 0.45% among 290,000;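 active means inhibition above the mean plus 3 SD of all compounds in the same screening run, cut at about 4.5% in these data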;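 further: 0% = IMP-1 with DMSO and 100% = DMSO wells lacking enzyme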
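Assay system: purified IMP-1; Quantity: IMP-1 0.2 nM before substrate addition; Medium: HEPES buffer pH 7.1 with ZnSO4 and Brij 35; Incubation: 15 min enzyme–compound preincubation, then 25 min nitrocefin reaction, 25 °C; Signal: fluorescence quenching readout, ex 480/em 530 nm; Controls: DMSO with and without IMP-1; Repeats: singlicate testing.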
* hit, by the source's call.

For CCSCc1nc2ccccn2c1Br the results were NS3 helicase inh 6.9, PHOSPHO1 block -59.7, VIM-2 inhibitor -0.5, FID counter -1.9, GalR3 antagonist -3.6, GPR7 antagonist -25.2 and IMP-1 inh -1.9.
CCOc1ccc(N2C(=O)CC(N3CCN(c4ccc(Cl)cc4)CC3)C2=O)cc1 (stereo not given) was read as V1aR counter 1.5, NS3 helicase inh 2.3, PHOSPHO1 block 34.8, OXTR agonist -0.3, VIM-2 inhibitor 0.7, FID counter -16.7, GalR3 antagonist -11.3, GPR7 antagonist -3.5 and IMP-1 inh 0.5.
For CCc1nnc(NC(=O)CSc2nnc(-c3ccoc3C)n2-c2ccccc2)s1 the results were V1aR counter 0.1, NS3 helicase inh 0.6, PHOSPHO1 block 7.5, OXTR agonist -2.6, VIM-2 inhibitor -3.8, FID counter -34.2, GalR3 antagonist 2.8, GPR7 antagonist -15.2 and IMP-1 inh -3.2.
For CCOC(=O)c1cc2sccc2n1CC(=O)N1CCc2ccccc21 the results were V1aR counter -0.3, NS3 helicase inh -0.4, PHOSPHO1 block 29.0, OXTR agonist -1.4, VIM-2 inhibitor -0.1, FID counter -3.1, GalR3 antagonist -2.7, GPR7 antagonist 6.0 and IMP-1 inh -1.9.
Screening Cn1cnnc1SCC(=O)Nc1ccccc1Oc1ccccc1 returned V1aR counter 0.2, NS3 helicase inh 10.8, PHOSPHO1 block 44.8, OXTR agonist 0.2, VIM-2 inhibitor -2.2, FID counter -2.8, GalR3 antagonist -1.3, GPR7 antagonist 7.5 and IMP-1 inh 0.6.
O=C(NCCC1=CCCCC1)c1cc(COc2c(F)cccc2F)on1 was read as V1aR counter -0.1, NS3 helicase inh 2.6, PHOSPHO1 block 19.9, OXTR agonist -1.3, VIM-2 inhibitor -7.5, FID counter -20.0, GalR3 antagonist -8.0, GPR7 antagonist 0.0 and IMP-1 inh -1.2.
`Cc1cc(Nc2ccc(F)cc2Cl)n2ncnc2n1` gave V1aR counter 0.3, NS3 helicase inh -5.4, PHOSPHO1 block 18.2, OXTR agonist -0.2, VIM-2 inhibitor -5.3, FID counter -1.9, GalR3 antagonist -0.7, GPR7 antagonist -1.2 and IMP-1 inh -4.5.
`CCOC(=O)c1cnc(SCc2nc(N)nc(Nc3ccc(C)cc3)n2)nc1N` gave V1aR counter -1.1, NS3 helicase inh -4.5, PHOSPHO1 block 0.2, OXTR agonist -1.3, VIM-2 inhibitor -9.0, FID counter -12.9, GalR3 antagonist -3.4, GPR7 antagonist -5.3 and IMP-1 inh -3.6.
Screening Cc1ccc(C)c(NC(=O)CSc2n[nH]c(-c3ccccn3)n2)c1 returned V1aR counter 0.5, NS3 helicase inh -8.6, PHOSPHO1 block 21.7, OXTR agonist -0.1, VIM-2 inhibitor -2.3, FID counter -24.7, GalR3 antagonist 5.0, GPR7 antagonist -8.0 and IMP-1 inh 0.3.
For Cc1ccccc1NC(=O)CSc1nc2c(c(=O)n(C)c(=O)n2C)n1C the results were V1aR counter 0.7, NS3 helicase inh 1.8, PHOSPHO1 block 35.0, OXTR agonist 1.9, VIM-2 inhibitor 1.4, FID counter -8.8, GalR3 antagonist -9.3, GPR7 antagonist -1.6 and IMP-1 inh -2.9.
For CCn1cc(C(=O)NC2CCc3ccccc32)c(=O)c2ccc(C)nc21 (stereo not given) the results were NS3 helicase inh 0.1, PHOSPHO1 block -3.4, VIM-2 inhibitor -3.0, FID counter 0.2, GPR7 antagonist 2.8 and IMP-1 inh -3.5.
COc1ccc2nc(NC(=O)CSc3nccc(C)n3)sc2c1 was read as V1aR counter 6.1, NS3 helicase inh -6.8, PHOSPHO1 block 1.6, OXTR agonist 7.5, VIM-2 inhibitor -1.2, FID counter -2.6, GalR3 antagonist -2.3, GPR7 antagonist 23.0 and IMP-1 inh 0.1.
`Oc1ccccc1C(Nc1nccs1)c1ccc2cccnc2c1O` (stereo not given) gave V1aR counter -0.4, NS3 helicase inh 7.2, PHOSPHO1 block 26.6, OXTR agonist 0.6, VIM-2 inhibitor -2.6, FID counter -11.9, GalR3 antagonist -6.3, GPR7 antagonist -7.0 and IMP-1 inh -4.1.
For O=C(Cn1nc(-c2ccccc2)c2ccccc2c1=O)NCC1CCCO1 (stereo not given) the results were V1aR counter 0.2, NS3 helicase inh -0.7, PHOSPHO1 block 14.4, OXTR agonist -0.4, VIM-2 inhibitor 0.3, FID counter -12.5, GalR3 antagonist -5.1, GPR7 antagonist 12.8 and IMP-1 inh 0.8.
`COCCN1CCN(C(=O)C2CCC(=O)N(CCc3cccc(F)c3)C2)CC1` (stereo not given) gave V1aR counter 0.6, NS3 helicase inh 7.2, PHOSPHO1 block 17.8, OXTR agonist 0.1, VIM-2 inhibitor -2.9, FID counter -13.1, GalR3 antagonist -1.2, GPR7 antagonist -9.3 and IMP-1 inh -4.7.
Cn1c(CNC(=O)CCNC(=O)c2cccc(Cl)c2)cc(=O)n(C)c1=O was read as V1aR counter -0.5, NS3 helicase inh 4.1, PHOSPHO1 block 16.9, OXTR agonist -0.4, VIM-2 inhibitor -0.9, FID counter -7.6, GalR3 antagonist -1.1, GPR7 antagonist -6.5 and IMP-1 inh -2.0.
COc1ccc2cc(C(=O)NCc3ccccc3)c(=Nc3ccc(C(=O)O)cc3)oc2c1 was read as V1aR counter 0.8, NS3 helicase inh -8.5, PHOSPHO1 block 32.2, OXTR agonist 0.8, VIM-2 inhibitor -4.2, FID counter -1.4, GalR3 antagonist -6.3, GPR7 antagonist -8.9 and IMP-1 inh -0.2.
Screening Cc1ccc(NC(=O)c2ccc(-c3nn(C)c(=O)c4ccccc34)cc2)cc1 returned V1aR counter 1.0, NS3 helicase inh -2.0, PHOSPHO1 block 13.0, OXTR agonist -1.1, VIM-2 inhibitor -3.8, FID counter -3.4, GalR3 antagonist -6.3, GPR7 antagonist -4.0 and IMP-1 inh -1.8.
For CCCNC(=O)c1ccc2c(c1)ncn2-c1ccccc1OC the results were V1aR counter -0.5, NS3 helicase inh -6.6, PHOSPHO1 block -7.5, OXTR agonist -0.8, VIM-2 inhibitor -2.1, FID counter -16.7, GalR3 antagonist -3.2, GPR7 antagonist -3.0 and IMP-1 inh -3.1.
`Cc1nnc(SCC(=O)NC2CC2)n1CCc1ccccc1` gave V1aR counter -0.6, NS3 helicase inh -5.7, PHOSPHO1 block 29.1, OXTR agonist 1.1, VIM-2 inhibitor 0.7, FID counter -3.3, GalR3 antagonist -6.6, GPR7 antagonist -10.8 and IMP-1 inh -7.4.
C/C(=N\NC(=O)CSCc1ccccc1Cl)c1cc(O)ccc1O was read as V1aR counter 3.4, NS3 helicase inh 8.3, PHOSPHO1 block -11.1, OXTR agonist 1.9, VIM-2 inhibitor -3.2, FID counter -2.0, GalR3 antagonist -9.2, GPR7 antagonist -0.1 and IMP-1 inh -1.9.
For C=CCn1c(C)cc(C(=O)CSc2n[nH]c(N)n2)c1C the results were V1aR counter -0.4, NS3 helicase inh -6.1, PHOSPHO1 block 62.0*, OXTR agonist -1.1, VIM-2 inhibitor -3.8, FID counter -0.3, GalR3 antagonist -5.0, GPR7 antagonist -7.3 and IMP-1 inh -4.8.
For COc1cc(OC)cc(-n2nnnc2SCC(=O)Nc2nc3c(s2)CCCC3)c1 the results were V1aR counter 0.5, NS3 helicase inh -4.6, PHOSPHO1 block 8.3, OXTR agonist 0.4, VIM-2 inhibitor -2.5, FID counter -0.5, GalR3 antagonist -2.6, GPR7 antagonist -6.2 and IMP-1 inh -4.0.
For Cc1cnc(=O)[nH]c1SCc1cccc(C(F)(F)F)c1 the results were V1aR counter 1.2, NS3 helicase inh 5.5, PHOSPHO1 block 41.2, OXTR agonist -1.1, VIM-2 inhibitor -4.5, FID counter -12.5, GalR3 antagonist 1.9, GPR7 antagonist -2.8 and IMP-1 inh -2.2.
CC1(C)CC(=O)C/C(=N\NC(=O)Cc2ccccc2)C1 was read as V1aR counter 0.1, NS3 helicase inh 0.5, PHOSPHO1 block 25.7, OXTR agonist 0.8, VIM-2 inhibitor -3.4, FID counter -2.8, GalR3 antagonist -4.5, GPR7 antagonist -5.4 and IMP-1 inh -4.1.
CSc1nncc(/C(C)=N\Nc2ccccc2)n1 was read as V1aR counter 7.2, NS3 helicase inh 1.4, PHOSPHO1 block 13.7, OXTR agonist -2.2, VIM-2 inhibitor -2.5, FID counter -3.5, GalR3 antagonist -1.0, GPR7 antagonist 5.6 and IMP-1 inh -3.0.
For O=c1c2c([nH]c3ccccc13)CCC2 the results were V1aR counter 1.1, NS3 helicase inh 4.5, PHOSPHO1 block 30.2, OXTR agonist -0.3, VIM-2 inhibitor -0.6, FID counter -3.1, GalR3 antagonist -2.9, GPR7 antagonist -0.1 and IMP-1 inh -2.2.
Screening CC(C)OCC(O)CN1CCN(CC(O)COc2ccc3c(c2)OCO3)CC1 (stereo not given) returned V1aR counter 0.1, NS3 helicase inh -3.9, PHOSPHO1 block 42.9, OXTR agonist 0.8, VIM-2 inhibitor -3.2, FID counter -0.9, GalR3 antagonist -3.6, GPR7 antagonist -1.9 and IMP-1 inh -5.7.
For O=C(CSc1nc(N2CCCCC2)nc(N2CCCCC2)n1)N1CCc2ccccc21 the results were NS3 helicase inh -0.8, PHOSPHO1 block 6.8, VIM-2 inhibitor -2.1, FID counter -0.6, GPR7 antagonist 2.9 and IMP-1 inh 2.0.
Screening CC1(C)CC(=O)C2=C(C1)Nc1cc3c(cc1C2c1ccc2c(c1)OCO2)OCO3 (stereo not given) returned V1aR counter -1.3, NS3 helicase inh -5.2, PHOSPHO1 block -4.4, OXTR agonist -2.3, VIM-2 inhibitor 0.5, FID counter -7.7, GalR3 antagonist 0.3, GPR7 antagonist -9.1 and IMP-1 inh -1.0.
`Cc1nn(-c2ccccc2)c(C)c1-c1nnc(C(F)(F)F)o1` gave V1aR counter -1.1, NS3 helicase inh 3.7, PHOSPHO1 block 35.1, OXTR agonist -1.4, VIM-2 inhibitor -0.2, FID counter -17.8, GalR3 antagonist -9.1, GPR7 antagonist -3.8 and IMP-1 inh -2.0.
Screening Cc1nc(-c2ccc(NC(=O)C(C)(C)C)cc2)c(-c2ccccc2)o1 returned V1aR counter 0.3, NS3 helicase inh -9.7, PHOSPHO1 block 31.3, OXTR agonist -2.5, VIM-2 inhibitor -1.7, FID counter -28.5, GalR3 antagonist -1.3, GPR7 antagonist -20.6 and IMP-1 inh -3.9.
For COc1cc(OC)cc(C(=O)NC(=S)Nc2ccc3[nH]c(=O)[nH]c3c2)c1 the results were V1aR counter 0.1, NS3 helicase inh -6.2, PHOSPHO1 block 10.3, OXTR agonist 0.2, VIM-2 inhibitor -0.6, FID counter -11.3, GalR3 antagonist -8.6, GPR7 antagonist -4.9 and IMP-1 inh 0.3.
`CCCCOc1c(C(=O)Nc2ccccc2)nnn1-c1ccccc1` gave V1aR counter 0.7, NS3 helicase inh -5.8, PHOSPHO1 block -27.1, OXTR agonist -1.0, VIM-2 inhibitor -2.2, FID counter -10.3, GalR3 antagonist -9.4, GPR7 antagonist -15.0 and IMP-1 inh -2.4.
